Compound activity deposited in PubChem by National Center for Advancing Translational Sciences (NCATS).
FEN1 inhibitor – qHTS Assay for the Inhibitors of Human Flap endonuclease 1 (FEN1). P39748. Recombinant FEN1 flap cleavage, fluorescence, 15 min. Potency, µM (series often up to 114 µM), for the others: at the top dose activity change, negative = inhibition, hits mostly inhibitors. actives 0.35% (n = 390,000); further: nearly all actives have a fitted effect of over 65% in size
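Quantitative HTS format: each compound was titrated, incubated with 10 nM nuclease for 15 min at room temperature, then challenged with flap substrate at 50 nM final. Signal change over 15 min gave concentration–effect curves.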
TDP1 cell CPT – qHTS for Inhibitors of human tyrosyl-DNA phosphodiesterase 1 (TDP1): qHTS in cells in presence of CPT; chicken DT40 Tdp1-/-;hTDP1 cells + 20 nM CPT, ATP luminescence, 48 h; Potency, µM (top dose mostly 46.2 µM), for inactives: at the top dose activity change, negative = growth inhibition, actives largely listed as inhibitors; actives 12% (n = 420,000); AID 686979, 2013; further: nearly all actives have a fitted effect of over 55% in size
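Chicken DT40 Tdp1-/- cells complemented with human TDP1, 400 cells/well, exposed to compounds plus 20 nM camptothecin for at least 48 h at 37 C; viability read as ATP content by CellTiter-Glo luminescence.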
KAT2A inh – qHTS Assay for Inhibitors of GCN5L2; Histone acetyltransferase KAT2A (Homo sapiens), Q92830; GCN5L2 HAT assay, ThioGlo1 CoA-SH fluorescence; Potency, µM (series often up to 58.9 µM), without a hit: at the highest dose activity change, negative = inhibition, actives largely listed as inhibitors; actives 0.21% (n = 390,000)
Target sequence (Q92830 whole entry, looked up): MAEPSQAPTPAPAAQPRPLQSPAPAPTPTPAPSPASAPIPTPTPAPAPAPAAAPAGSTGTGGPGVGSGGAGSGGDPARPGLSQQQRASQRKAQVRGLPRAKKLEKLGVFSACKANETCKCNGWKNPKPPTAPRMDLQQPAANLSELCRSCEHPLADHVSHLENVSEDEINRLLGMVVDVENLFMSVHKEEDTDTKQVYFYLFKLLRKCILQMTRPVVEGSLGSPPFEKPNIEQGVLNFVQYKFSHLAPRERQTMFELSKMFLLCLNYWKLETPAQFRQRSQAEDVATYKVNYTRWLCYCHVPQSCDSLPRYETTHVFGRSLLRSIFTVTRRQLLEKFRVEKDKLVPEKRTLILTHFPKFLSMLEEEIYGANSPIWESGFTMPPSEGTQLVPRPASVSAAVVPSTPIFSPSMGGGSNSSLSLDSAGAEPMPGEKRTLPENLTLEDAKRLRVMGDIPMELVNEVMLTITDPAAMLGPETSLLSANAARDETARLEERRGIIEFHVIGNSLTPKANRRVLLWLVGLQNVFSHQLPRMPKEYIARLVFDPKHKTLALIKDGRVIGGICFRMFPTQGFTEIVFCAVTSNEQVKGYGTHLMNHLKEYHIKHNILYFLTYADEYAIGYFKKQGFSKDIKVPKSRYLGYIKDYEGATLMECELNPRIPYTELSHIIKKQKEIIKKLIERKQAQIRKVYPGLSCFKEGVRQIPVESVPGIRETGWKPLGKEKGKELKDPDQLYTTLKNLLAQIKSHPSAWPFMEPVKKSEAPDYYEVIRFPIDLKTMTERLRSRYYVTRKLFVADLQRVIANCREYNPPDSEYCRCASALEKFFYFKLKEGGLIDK
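GCN5L2 (20 nM) in 50mM HEPES pH 7.5, 0.1mM EDTA, 0.01% Tween-20 preincubated 15 min with compounds at room temperature. Reaction started with H3(1-25) 75uM, acetyl-CoA 70uM, ThioGlo1 50uM; CoA-thiol fluorescence (Ex340/Em540) read at 0 and 20 min.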
Numbers without * were called inactive; ? = inconclusive; . = no result given; & = joins results of further samples; [ ] = another dose, or the depositor's remark. The call rests on the fitted dose curve; in most records, active means well fitted curve in the direction sought with a large enough effect; inconclusive means small, poorly fitted or top-dose-only effect, or another doubt; inactive means no such curve, though single readings can be large; an effect the other way counts as inactive or inconclusive. On the % scale 0 is the no-effect control and ±100 the full control effect; potency means the concentration at half of the fitted maximal effect.

1: COc1ccc(CC(NC(C)=O)C(=O)NC2CCN(S(=O)(=O)c3cccc4ccccc34)CC2)cc1OC (stereo unspecified)
2: CC(C)(COC(=O)Nc1ccccc1)COC(=O)Nc1ccccc1
3: CCn1cc(C(=O)NC2CCCCCC2)c(=O)c2ccc(C)nc21
4: Cc1ccc(C)n1-c1nnc(N2CCCC(C(=O)NCc3cccc(F)c3)C2)s1 (stereo unspecified)
5: COc1ccc(NC(=O)c2coc(C)c2)cc1
6: COc1ccccc1NC(=O)CN(c1ccc(C23CC4CC(CC(C4)C2)C3)cc1)S(C)(=O)=O
7: Cc1ccccc1CN1c2ccccc2-c2nc(SCC(=O)c3ccc(Cl)cc3)ncc2S1(=O)=O
8: COc1ccc(NC(C)=O)cc1NC(=O)CSc1nnc(-c2cccnc2)n1C

Compound | 1 | 2 | 3 | 4 | 5 | 6 | 7 | 8
FEN1 inhibitor | 4.9% | 2.0% | 17.4% | -14.8% | -6.6% | -18.1% | 1.8% | 0.4%
TDP1 cell CPT | -20.6% | ? | ? | ? | -20.6% | 13µM* | -16.1% | 11.6%
KAT2A inh | -1.4% | -4.2% | -2.7% | -3.7% | -4.0% | -9.9% | -9.1% | -6.3%

9: CCc1nnc(NC(=O)CCC(=O)N2CCN(CCc3ccccc3)CC2)s1
10: O=C(Nc1nnc(S(=O)(=O)N2CCCc3ccccc32)s1)c1ccccc1Br
11: O=C(O)c1cccc(NN=C2c3ccccc3-c3ccccc32)c1
12: COc1ccc(N2CCN(c3nc(NCCc4ccc(OC)c(OC)c4)nc(OC)n3)CC2)cc1
13: COc1ccc([C@H]2CC(=O)C=C(/C=C/c3ccc(C(F)(F)F)cc3)C2)cc1
14: Cc1cc(S(=O)(=O)N2CCOCC2)ccc1OCC(=O)Nc1ccccc1C(F)(F)F
15: O=c1[nH]c2cc3c(cc2cc1CN(Cc1cccnc1)C(=S)NCc1ccco1)OCCO3
16: C/C(=N\NC(=O)c1ccccc1N)c1ccc(NC(=O)Cc2ccccc2)cc1

Compound | 9 | 10 | 11 | 12 | 13 | 14 | 15 | 16
FEN1 inhibitor | 9.7% | -6.9% | -31.2% | -23.7% | -16.4% | 2.2% | 11.5% | -2.4%
TDP1 cell CPT | -0.5% | ? | 6.5% | 6.51µM* | ? | -5.0% | 14.6µM* | 1.9%
KAT2A inh | -1.3% | -3.6% | -22.5% | . | -16.1% | -3.3% | 2.6% | 0.2%

17: O=C(COC(=O)c1cc(Br)ccc1O)Nc1ccc2c(c1)OCCO2
18: O=C(NC1CCCCC1)C(c1ccccc1)N(C(=O)c1cccs1)c1ccc2c(c1)OCO2 (stereo unspecified)
19: CCc1ccccc1Nc1nc(-c2cccnc2)cs1
20: Cc1ccsc1C(=O)N1CCC(N2CCC(C(=O)NCC3CCCO3)CC2)CC1 (stereo unspecified)
21: C[C@H](CO)N1C[C@H](C)[C@@H](CN(C)Cc2ccncc2)Oc2c(NS(=O)(=O)c3cccs3)cccc2C1=O
22: O=C(Nc1ccc(O)cc1C(=O)O)c1ccc2c(c1)C(=O)N(Cc1ccco1)C2=O
23: O=C(NCCc1ccccn1)c1cc(C(=O)C2CCCCC2)c[nH]1
24: COc1ccc(/C=N/Nc2nc(N3CCCC3)nc(N3CCCC3)n2)c(OC)c1OC

Compound | 17 | 18 | 19 | 20 | 21 | 22 | 23 | 24
FEN1 inhibitor | 1.2% | 0.9% | 0.3% | -0.7% | 3.2% | ? | -2.6% | 3.8%
TDP1 cell CPT | ? | ? | ? | 4.1% | -21.8% | 1.6% | -12.1% | -3.1%
KAT2A inh | -2.4% | -0.7% | -6.2% | -4.8% | -3.4% | -18.9% | -3.0% | -1.8%

25: COc1ccc(-c2c(C)oc3c(CN4CCCCC4C)c(O)ccc3c2=O)cc1 (stereo unspecified)
26: Clc1cccc(Cl)c1-c1nnc2cccc(Cl)n12
27: Cc1ccc(C)c(OCCCCn2cnc3ccccc3c2=O)c1
28: COc1ccc(Cl)cc1NC(=O)c1c(NCc2cccnc2)sc2c1CCCC2
29: COc1ccc(CNC(=O)c2cc(=O)c3ccc(C)c(C)c3o2)cc1
30: CC(=O)N1CCc2cc(S(=O)(=O)NCCC(=O)NCCc3ccc(C)cc3)ccc21
31: O=C(N/N=C/c1ccc([N+](=O)[O-])cc1)c1ccc(COc2ccccc2-c2ccccc2)cc1
32: Cc1ccc(NC(=O)c2c(C(=O)Nc3ccccc3)sc3nc(C)cc(=O)n23)c(C)c1

Compound | 25 | 26 | 27 | 28 | 29 | 30 | 31 | 32
FEN1 inhibitor | 1.8% | 5.8% | 1.1% | 11.7% | -20.1% | -7.2% | -11.2% | 4.3%
TDP1 cell CPT | -12.0% | -29.0% | ? | 23.1µM* | 13.2% | 29.1µM* | ? | ?
KAT2A inh | -24.5% | 0.5% | -5.3% | -21.4% | -15.9% | -2.7% | 0.0% | -7.7%

33: COc1ccc(-n2cc(CNC(C)c3ccncn3)c(-c3cccc(F)c3)n2)cc1 (stereo unspecified)
34: COCCn1c(SCC(=O)N2CCCC(C)C2)nnc1-c1ccco1 (stereo unspecified)
35: Cc1cc(Nc2nnnn2-c2ccccc2)n(-c2ccccc2)n1
36: COC(=O)[C@H](C)NC(=O)Nc1cc(Cl)ccc1C
37: CCC(C)[C@H](NC(=O)N1CC(=O)Nc2ccccc21)C(=O)N[C@@H](Cc1c[nH]c2ccccc12)C(=O)O (stereo partly specified)
38: Cc1ccc(C)c(CSc2nc(-c3ccccc3F)nc3c2Cc2c(CO)cnc(C)c2O3)c1
39: Cc1csc(=O)n1CCC(=O)O
40: CC[N+](C)(CC)CCC(c1ccccc1)C1CCCCC1 (stereo unspecified)

Compound | 33 | 34 | 35 | 36 | 37 | 38 | 39 | 40
FEN1 inhibitor | -3.9% | 14.3% | -15.1% | -1.5% | 0.0% | -1.6% | -2.9% | -2.8%
TDP1 cell CPT | ? | -2.5% | ? | 0.9% | -7.8% | -12.4% | -6.2% | 8.2µM*
KAT2A inh | -3.8% | -0.9% | 2.1% | 2.1% | 0.8% | -2.1% | -4.5% | -28.3%

Reprinted from the part before: 2 entries; new compounds follow.
39: Cc1csc(=O)n1CCC(=O)O
40: CC[N+](C)(CC)CCC(c1ccccc1)C1CCCCC1 (stereo unspecified)
41: O=C(O)CCC(=O)NNC(=O)c1cccc(Br)c1
42: Cc1ccc(S(=O)(=O)c2nnn3c2nc(Nc2ccc(C(C)C)cc2)c2sccc23)cc1C
43: COCC1CCCCN1C(=O)c1ccc2oc(CCc3ccccc3)nc2c1 (stereo unspecified)
44: COc1cc(OC)c(NC(=O)c2sc3nc4n(c(=O)c3c2C)CCCC4)cc1Cl
45: O=C1N[C@@H](c2ccccc2)COC(=O)[C@H](Cc2ccc(F)cc2)C/C=C\C[C@H]1CC(=O)N(CCO)Cc1ccccc1
46: O=C(CNC(=O)c1ccc(S(=O)(=O)N2CCCC2)cc1)N/N=C/c1ccccc1
47: O=C(c1ccc(N2CCCC2)c([N+](=O)[O-])c1)N1CCN(S(=O)(=O)c2ccc(Cl)cc2)CC1
48: Cc1ccc(OCC(=O)Nc2nnc(S(=O)(=O)N3CCCCCC3)s2)cc1

Compound | 39 | 40 | 41 | 42 | 43 | 44 | 45 | 46 | 47 | 48
FEN1 inhibitor | -2.9% | -2.8% | 0.2% | -5.0% | 0.6% | -6.4% | -3.4% | -2.1% | -2.1% | 16.0%&8.2%
TDP1 cell CPT | -6.2% | 8.2µM* | 12.9% | 4.11µM* | ? | 34.1%[activator] | -1.8% | 9.4% | ? | -0.1%&1.1%
KAT2A inh | -4.5% | -28.3% | 0.6% | -16.8% | -1.9% | -26.3% | . | -1.8% | -4.6% | -6.9%&-4.2%

49: CCOc1ccccc1N(CC(=O)Nc1ccccc1C(=O)N1CCOCC1)S(C)(=O)=O
50: O=C(Nc1nnc(CCS(=O)(=O)c2ccc3ccccc3c2)s1)c1cccs1
51: O=C(Nc1ccccc1-c1nnn(CC(=O)N2CCCc3ccccc32)n1)c1cccc(Cl)c1
52: CCOC(=O)c1ccc(N(C(=O)c2ccco2)C(C(=O)NC2CCCC2)c2ccncc2)cc1 (stereo unspecified)
53: COc1ccc(C)cc1NC(=O)Cn1c(=O)oc2cc(S(=O)(=O)N3CCCCC3)ccc21

Compound | 49 | 50 | 51 | 52 | 53
FEN1 inhibitor | 2.4% | -3.3% | 6.6% | 3.6% | -8.3%
TDP1 cell CPT | -2.8% | 5.1% | ? | -17.1% | ?
KAT2A inh | 1.6% | 0.4% | . | -4.0% | -6.1%

Complete entries as entered above. Screens in order: FEN1 inhibitor | TDP1 cell CPT | KAT2A inh
`COc1ccc(-n2cc(CNC(C)c3ccncn3)c(-c3cccc(F)c3)n2)cc1` (stereo unspecified) in the list: -3.9% | ? | -3.8%
`CC[N+](C)(CC)CCC(c1ccccc1)C1CCCCC1` (stereo unspecified) in the list: -2.8% | 8.2µM* | -28.3%
`O=C(NCCc1ccccn1)c1cc(C(=O)C2CCCCC2)c[nH]1` in the list: -2.6% | -12.1% | -3.0%
`C/C(=N\NC(=O)c1ccccc1N)c1ccc(NC(=O)Cc2ccccc2)cc1` in the list: -2.4% | 1.9% | 0.2%

Not all compounds are listed; rates above refer to the full screens.
